DNMT1 inh: human DNMT1 methyltransferase inhibitors, primary screen, biochemical, molecular beacon, fluorescence, HinP1I cleavage, uHTS | inhibition (reported as % activation of signal), % at 10 µM | AID 588458, 2011 | hit rate 0.83% among 360,000 | DNA (cytosine-5)-methyltransferase 1 (Homo sapiens), P26358; in the data active means inhibition above about 50%
Target sequence (P26358 504-1616 limits assumed): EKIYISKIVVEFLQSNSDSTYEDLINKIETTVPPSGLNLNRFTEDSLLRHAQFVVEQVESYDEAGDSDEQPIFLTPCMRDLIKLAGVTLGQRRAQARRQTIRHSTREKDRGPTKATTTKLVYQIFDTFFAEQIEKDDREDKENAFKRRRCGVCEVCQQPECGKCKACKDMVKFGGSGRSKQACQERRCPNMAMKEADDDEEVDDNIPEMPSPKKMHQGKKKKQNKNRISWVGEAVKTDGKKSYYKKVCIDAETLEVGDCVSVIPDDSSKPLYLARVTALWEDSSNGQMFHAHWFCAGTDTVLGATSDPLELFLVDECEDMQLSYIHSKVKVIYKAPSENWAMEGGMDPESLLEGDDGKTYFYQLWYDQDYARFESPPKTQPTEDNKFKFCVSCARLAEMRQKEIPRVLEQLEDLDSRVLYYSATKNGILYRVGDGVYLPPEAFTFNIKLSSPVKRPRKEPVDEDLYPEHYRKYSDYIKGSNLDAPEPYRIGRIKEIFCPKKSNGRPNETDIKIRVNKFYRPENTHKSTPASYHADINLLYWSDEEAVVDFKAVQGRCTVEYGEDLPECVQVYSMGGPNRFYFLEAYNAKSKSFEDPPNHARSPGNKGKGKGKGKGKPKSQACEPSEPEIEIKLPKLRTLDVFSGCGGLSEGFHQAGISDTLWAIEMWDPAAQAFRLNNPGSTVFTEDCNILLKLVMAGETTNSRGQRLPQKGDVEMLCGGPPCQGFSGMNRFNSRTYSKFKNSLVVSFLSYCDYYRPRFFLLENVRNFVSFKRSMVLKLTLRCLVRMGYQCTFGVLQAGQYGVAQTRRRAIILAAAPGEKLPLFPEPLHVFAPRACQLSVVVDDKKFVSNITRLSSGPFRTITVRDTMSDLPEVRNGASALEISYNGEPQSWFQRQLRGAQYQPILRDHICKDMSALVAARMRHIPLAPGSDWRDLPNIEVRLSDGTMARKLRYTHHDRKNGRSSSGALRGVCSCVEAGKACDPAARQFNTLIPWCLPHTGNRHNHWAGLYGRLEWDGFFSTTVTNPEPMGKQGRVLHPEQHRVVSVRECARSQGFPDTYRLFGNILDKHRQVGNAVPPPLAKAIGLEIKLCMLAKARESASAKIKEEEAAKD
LMPTP block: LMPTP phosphatase inhibitors, primary screen, biochemical, fluorescence intensity, uHTS; recombinant LMPTP-A, OMFP fluorogenic substrate; inhibition, % at 20 µM; hit rate 0.22% among 360,000; AID 651560, 2012;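 active means compounds that cut the enzyme signal by at least half of the control window in the single-dose screen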;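 further: plate controls were DMSO wells with enzyme plus substrate for no effect and substrate without enzyme for full effect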
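Buffer or medium: Bis-Tris pH 6.0, DTT, detergent; Assay system: LMPTP-A enzyme; Quantity: 0.625 nM enzyme; Detection: endpoint fluorescence intensity; Times: 50 min dark incubation at room temperature; Controls: substrate-only low control, DMSO enzyme-plus-substrate high control; Doses: single 20 µM dose; Read-out: percent inhibition versus substrate-only and uninhibited controls; Reagent: 400 µM OMFP.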
SUMO1-SIM PPI: modulators of SUMO1 protein-protein interactions, primary screen, biochemical, uHTS | SUMO1 binding to a labelled peptide, TR-FRET, 1 h | AID 602429, 2012 | hit rate 0.33% among 360,000 | Small ubiquitin-related modifier 1 (Homo sapiens), P63165 | inhibition, % at 20 µM; in the data active means inhibition above about 37%
CSN deneddyl inh: inhibitors of CSN-mediated cullin deneddylation, primary screen, biochemical, fluorescence polarization, uHTS; inhibition, % at 12.5 µM; Purified CSN, SCF-Nedd8-OG deneddylation; AID 651999, 2013; hit rate 0.38% among 360,000;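 active means pattern-corrected inhibition above about 35%, with an unprinted fluorescence ratio check between 0.5 and 1.5, limit read from the data, passing the limit was not always enough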;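 further: 0% = enzyme with substrate and 100% = substrate without enzyme; some results filed as inactive read as strong as hits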
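Assay system: purified human Csn5 enzyme expressed in HEK293T cells; Input: 0.24 nM Csn5 enzyme, final concentration; Reagent: 10 nM SCFSkp2-Nedd8OG; Compound dosing: 12.5 µM single point; Times: reaction 90 min, room temperature; Technique: fluorescence polarization readout.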
MLLE-PAM2 inh: inhibitors of PABP1 MLLE–PAM2 peptide binding, primary screen, biochemical, fluorescence polarization, FITC-PAM2, GST-MLLE. Polyadenylate-binding protein 1 (Homo sapiens), P11940. hit rate 0.36% among 360,000. inhibition, % at 20 µM; in the data active means inhibition above about 35%, passing the limit was not always enough;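 further: plate controls were DMSO wells with GST-MLLE for no effect and wells lacking GST-MLLE protein for full effect; some results filed as inactive read as strong as hits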
NadD block: inhibitors of S. aureus NadD, primary screen, biochemical, colorimetric, uHTS; Nicotinate-nucleotide adenylyltransferase NadD (Staphylococcus aureus N315); purified NadD enzyme, colorimetric absorbance read-out; inhibition, % at 20 µM; hit rate 0.78% among 360,000; in the data active means inhibition above about 26%; further: some compounds past the cut are filed as inactive
Scp-1 inhibitor: Scp-1 phosphatase inhibitors, primary screen, biochemical, colorimetric, uHTS; inhibition, % at 20 µM; hit rate 0.88% among 340,000; Carboxy-terminal domain RNA polymerase II polypeptide A small phosphatase 1 (Homo …; Recombinant Scp1, phosphopeptide, malachite green phosphate absorbance;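 active means inhibition above about 50% at 20 µM, limit read from the data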;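 further: plate controls were DMSO wells with enzyme for no effect and wells lacking enzyme for full effect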
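assay system = SCP-1 phosphatase catalytic domain, residues 76-261 | buffer or medium = 50 mM Tris acetate pH 5.5, 0.005% Tween-20, 10 mM MgCl2 | incubation = enzyme reaction 45 min at room temperature, colour 5 min, stabilisation 30 min | signal = Phosphate-binding colour reagent, absorbance read at 630 nm | measure = % inhibition at 20 µM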
Rpn11 inh: Rpn11 (PSMD14) deubiquitinase inhibitors, primary screen, biochemical, fluorescence polarization, uHTS; 26S proteasome non-ATPase regulatory subunit 14 (Homo sapiens), O00487; human 26S proteasome, Ub4-pepOG fluorescence polarization; 20S core pre-blocked with epoxomicin; calls only at 20 µM; hit rate 0.59% among 360,000; AID 588493, 2011;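 active means inhibition at 20 µM, scaled to each plate's controls, above about 33%, limit read from the data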
STEP block: STEP phosphatase inhibitors, primary screen, biochemical, fluorescence intensity, uHTS; recombinant STEP, OMFP fluorogenic substrate; inhibition, % at 20 µM; hit rate 0.25% among 360,000; AID 588621, 2011;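 active means inhibition at 20 µM, scaled per plate between control wells, above about 37%, limit read from the data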;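 further: 0% = DMSO with enzyme and substrate and 100% = substrate only without enzyme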
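Measure: Control-normalized % inhibition with plate pattern correction | Test system: STEP phosphatase, cell-free reaction | Medium: pH 6.0 Bis-Tris with DTT and Tween 20 | Technique: Fluorescence, 480/540 nm | Times: Reaction 20 min, ambient temperature | Doses: Single compound dose of 20 µM, 1% DMSO final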
TbMetRS inhib: T. brucei MetRS inhibitors, primary screen, biochemical, luminescence. purified T. brucei MetRS, ATP depletion, Kinase-Glo luminescence. AID 624268, 2012. hit rate 0.4% among 360,000. inhibition, % at 11.9 µM;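 active means inhibition above a per-plate cutoff of the control wells' mean inhibition plus 3 SD, cut at about 5.5% in these data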;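 further: 0% = DMSO wells median and 100% = median of wells with control inhibitor compound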
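Material: parasite MetRS enzyme / Replication: singlicate, one well per compound / Signal: luminescence of leftover ATP / Schedule: 2 h aminoacylation at 25 °C after 15 min preincubation / Medium: HEPES-MgCl2-KCl buffer plus DTT, spermine, BSA, pyrophosphatase / Doses: 11.9 µM single point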
* = called active by the depositor; i = inactive; · = no result given; + = active, no number. This is a random part of the collection; any-hit rate near 3.6%.

SMILES	DNMT1 inh	LMPTP block	SUMO1-SIM PPI	CSN deneddyl inh	MLLE-PAM2 inh	NadD block	Scp-1 inhibitor	Rpn11 inh	STEP block	TbMetRS inhib
CCOC(=S)N/C(=N\S(=O)(=O)c1ccc(C)cc1)c1ccccc1	-2	2.4	-1	-3	29	3	-11	i	4	-0.7
O=C(Cn1cc2c(n1)CCCCC2)N1CCCCC1	0	-0.6	4	0	8	-1	0	i	9	-0.9
CCOC1=C2[C@H](c3ccccc3)N(S(=O)(=O)c3ccccc3)C[C@H]2n2c(=O)n(-c3ccccc3)c(=O)n2C1	-6	0.1	0	-2	15	7	·	i	1	0.4
CC1(C)CC(=O)C=C(NCCN2CCN(C(=S)Nc3ccc(F)cc3)CC2)C1	-1	-3.8	6	0	-35	-2	-7	i	4	0.2
CCCc1cc(=O)[nH]c(SCC(=O)Nc2cc(S(=O)(=O)N3CCOCC3)ccc2N(CC)CC)n1	-2	1.0	6	3	11	1	-7	i	1	0.3
COc1ccc(-c2[nH]c(-c3ccc(F)cc3)nc2SCC(=O)NCc2ccco2)cc1OC	-13	-0.2	0	-2	16	6	2	i	1	-0.2
c1cncc(-c2nnc3sc(-c4ccco4)nn23)c1	-7	0.4	-4	-6	0	2	3	i	0	-1.1
Cc1ccc2c(c1)C(=O)C(=O)N2CC1COc2ccccc2O1 (stereo not given)	4	2.5	-28	-2	-3	-4	-8	i	-2	-0.5
Cc1cccc(Nc2nnc(SCC(=O)Nc3ccccc3[N+](=O)[O-])s2)c1C	-3	2.0	-16	2	-51	-1	-1	i	1	-0.1
C=CCOC(=O)C(=O)/C=C/c1coc2ccccc2c1=O	5	0.7	2	-6	2	4	-8	i	0	-0.2
Nc1ccc(CCC(=O)N2CCCC2)cc1	3	-0.6	-2	-1	-3	1	-1	i	-2	0.3
CCOC(CNc1cc(C)nc2c(-c3ccccc3OC)c(C)nn12)OCC	1	0.1	0	2	-1	-3	-5	i	-2	-0.3
N#Cc1c(N2CCN(c3ccc(F)cc3)CC2)nc(N)c2c(N)nc3c(c12)CC(=O)N3C1CC1	-21	3.6	18	16	-29	44*	-2	i	9	-0.5
Cc1ccc(Nc2cnn(C34CC5CC(CC(CC(=O)O)(C5)C3)C4)c(=O)c2Cl)cc1	2	-0.4	-13	-7	3	1	10	i	-2	-1.0
COc1ccc(-n2cnnc2SCC(=O)Nc2ccc(N3CCOCC3)cc2)cc1	-1	-1.1	-2	-1	2	7	-1	i	3	-0.7
CC12CCC(C(=O)N3CCCCCC3)(OC1=O)C2(C)C (stereo not given)	-1	-0.9	-2	-2	-8	5	-5	i	0	-1.7
CCN(CC)CCCN(C(=O)c1cccc(C)c1)c1nc(-c2ccc(OC)cc2)cs1	1	0.5	-2	1	9	0	11	i	0	-0.5
CC1=C(C#N)S(=O)(=O)C(C#N)C(c2ccccc2)C1 (stereo not given)	-2	-0.7	0	2	-6	3	-2	i	0	0.9
CCN1C(=O)[C@H]2[C@H]3CN=C(SCc4ccc(C(=O)OC)cc4)N3[C@@](C)(C(=O)OC)[C@H]2C1=O	3	-2.4	6	-2	26	1	1	i	1	0.0
CCN1CCc2c(sc(NC(=O)c3ccc(S(=O)(=O)N(CC)c4ccccc4)cc3)c2C(N)=O)C1	1	2.8	-14	11	-78	9	-2	+	6	-0.5
CCOC(=O)Cc1csc(CC(N)=O)n1	2	0.4	4	-2	0	4	-11	i	-2	-0.5
O=C(O)c1cccc(-c2nc3ccccc3[nH]2)c1	10	-0.5	1	-11	5	1	5	i	-1	2.8
COc1cccc2c(=O)c(C(=O)NCc3cccs3)c[nH]c12	-4	1.9	1	0	-10	-3	0	i	0	-1.5
CN(C)S(=O)(=O)c1cccc(-n2sc3ccccc3c2=O)c1	2	-0.9	4	1	29	-5	99*	i	0	0.5

Marked active in Rpn11 inh, of those listed so far:
mol,DNMT1 inh,LMPTP block,SUMO1-SIM PPI,CSN deneddyl inh,MLLE-PAM2 inh,NadD block,Scp-1 inhibitor,Rpn11 inh,TbMetRS inhib
CCN1CCc2c(sc(NC(=O)c3ccc(S(=O)(=O)N(CC)c4ccccc4)cc3)c2C(N)=O)C1,1,2.8,-14,11,-78,9,-2,+,-0.5

The listing continues.
SMILES	DNMT1 inh	LMPTP block	SUMO1-SIM PPI	CSN deneddyl inh	MLLE-PAM2 inh	NadD block	Scp-1 inhibitor	Rpn11 inh	STEP block	TbMetRS inhib
CC(=O)Nc1ccc(N=NC2C(=O)N(C(N)=S)N=C2C)cc1 (stereo not given)	27	1.3	-28	-2	13	4	-2	i	2	-0.8
CCc1cccc(NS(=O)(=O)c2c(C)nc3scc(C)n3c2=O)c1	4	0.6	1	-4	8	-5	2	i	2	-0.1
CCCNC(=O)CCn1nc(-c2ccc(Cl)cc2)c2ccccc2c1=O	-6	-0.9	-2	-3	-2	-8	-11	i	0	-0.5
Nn1c(SCC(=O)NCCc2ccc(S(N)(=O)=O)cc2)nnc1C1CCCCC1	-3	-1.2	3	4	-33	3	-6	i	-1	-0.1
O=C(CSc1nnc(-c2ccc(O)cc2)n1Cc1ccco1)N1CCc2ccccc2C1	-1	-0.4	-1	0	2	17	5	i	1	-1.2
O=C(NCCCN1CCN(Cc2ccccc2)CC1)C1CCN(S(=O)(=O)N2CCCC2)CC1	4	-3.2	4	2	-10	-3	0	i	-5	-1.4
Cc1ccccc1OCCCCCCN1CCNCC1	4	-11	3	-1	-2	-15	-7	i	-1	-0.9
CC(NC(=O)c1cccc(OC2CCN(C3CCN(C)CC3)CC2)c1)c1ccccc1 (stereo not given)	0	-5.8	-23	-1	-1	-5	-2	i	-2	-0.3
CC(C)NC(=O)c1ccc2c(=O)n(Cc3ccco3)c(=S)[nH]c2c1	9	0.8	0	3	-69	4	-7	i	-7	0.0
COc1ccccc1C(=O)NCCC(=O)NCC1CCCO1 (stereo not given)	-2	-0.1	1	1	3	-1	0	i	-1	-0.2
COc1cc(OC)c(S(=O)(=O)Nc2ccccc2N2CCOCC2)cc1NC(C)=O	3	0.6	2	2	5	-1	3	i	-1	-1.1
CCCCNC(=O)C1CCN(S(=O)(=O)c2ccc3c(c2)CC(C)N3C(=O)C2CC2)CC1 (stereo not given)	0	0.9	-5	0	-2	5	-3	i	1	-0.3
COc1ccccc1C(=O)NC(CCSC)C(=O)NCC(c1cccs1)N1CCOCC1 (stereo not given)	-1	-2.7	1	-1	-12	2	1	i	-2	-0.3
CCOC(=O)CSc1nc(=O)n2cccc(C)c2n1	8	4.6	0	-12	-7	0	9	i	0	-1.3
COc1cc(C#Cc2c(-c3cncn3C)n(C)c3ccc(-c4ccc(OC)c(OC)c4)cc23)cc(OC)c1	-36	8.0	-3	-1	-6	38*	15	i	1	-0.5
O=C(COc1ncnc2c(Cl)cc(Cl)cc12)Nc1cc([N+](=O)[O-])ccc1Cl	-5	-0.6	-4	-4	-5	11	0	i	-2	-1.5
O=c1cc(C(F)(F)F)nc(SCc2cccc3ccccc23)[nH]1	0	1.8	14	-5	-1	-3	-13	i	-1	0.3
O=C(O)COCc1nc2ccccc2s1	1	-1.0	2	-2	0	-3	-11	i	-3	-0.6
Cc1nc2c(C(=O)NCCC(C)C)c[nH]n2c(=O)c1Cc1ccccc1F	11	-1.4	7	0	2	30*	-3	i	1	-0.5
COc1cc(/C=C(\C#N)C(N)=O)ccc1OCc1c(C)no[n+]1[O-]	3	1.0	-19	0	-14	-5	-6	i	1	0.2
COc1ccccc1C(=O)NCCC(=O)N1CCCC(C)C1 (stereo not given)	3	-0.4	3	3	-5	4	-6	i	-1	-0.3
CCOC(=O)[C@H]1[C@H]2COc3ccc(C)cc3[C@@H]2N2C(=O)CN(Cc3ccccc3)C(=O)[C@@]12C	-1	-0.2	0	1	-12	-3	-6	i	0	0.1
O=C1Nc2c(Br)cc(Br)c3cccc1c23	29	3.0	26	0	-1	10	-5	i	3	-0.3
COc1ccc(N2CCN(S(=O)(=O)c3ccc(-c4cnc(C5CC5)o4)cc3)CC2)cc1	74*	3.4	3	2	2	-5	14	i	8	-0.1
O=C1CCCc2oc3ccc(NS(=O)(=O)c4cccc5cccnc45)cc3c21	1	0.6	5	-1	4	1	5	i	4	-0.8
OC(COc1ccc(Br)cc1)CN1CCCC1 (stereo not given)	5	-2.2	4	3	5	-8	-3	i	-1	-0.3
c1cnc(-c2nnc3n2CCCCC3)cn1	2	-0.6	-3	-3	13	3	-3	i	-2	0.4
Cc1cc(Cl)c2oc(C(=O)N(C)C3CCOC3)c(C)c2c1 (stereo not given)	2	-0.4	5	4	2	-8	8	i	-2	-0.8
COc1cccc(NCc2ccc([N+](=O)[O-])s2)c1	-15	-0.7	-18	-8	5	5	-10	i	-3	0.7
Cc1c(CC(=O)NCC(=O)O)c(=O)oc2cc3oc4c(c3cc12)CCCC4	2	1.5	8	-3	6	3	-3	i	6	-0.4
CCOC(=O)[C@]12CCC=C1N(Cc1ccco1)C(=O)[C@H](CC(=O)N1CCOCC1)C2	·	-1.5	3	3	·	3	·	·	·	-1.4
Cc1ccc(N2CCN(CCCN3C(=O)C4CCCN4C3=O)CC2)cc1 (stereo not given)	-1	-2.2	3	-1	1	1	-11	i	0	-0.3
Cc1ccc(C(=O)NC(=S)Nc2ccc(S(=O)(=O)N(C)c3ccccc3)cc2)cc1	-5	0.0	-1	2	31	-3	-10	i	0	-0.8
